Diaphorase inh – counter-screen for diaphorase-based assays: diaphorase inhibitors and chemical oxidizers; diaphorase resazurin-to-resorufin fluorescence, NADH, 16 min; bacterial (C. kluyveri) enzyme, not human; inhibition, % at 20 µM; 0.69% of 190,000 active; AID 1217;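 active means primary screen inhibition at 20 µM above a set limit, cut at about 50% in these data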;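 further: plate controls were DMSO with full reaction for no effect and wells lacking NADH for full effect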
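Assay system: diaphorase enzyme from Clostridium kluyveri; Input: enzyme working solution with 0.14 U/mL diaphorase; Timing: 16 min at room temperature; Technique: resorufin fluorescence, excitation 544 nm, emission 590 nm; Benchmarks: positive control minus NADH, DMSO neutral control.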
Diaphorase act – counter-screen for diaphorase-based assays: diaphorase activators and chemical reducers; 0.005% of 190,000 active; AID 1229; activation factor at 20 µM; Diaphorase/resazurin coupled assay, resorufin fluorescence, 16 min; hits give high values; 1 = vehicle wells, 0 = NADH-free wells;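 active means diaphorase activity raised at least twofold by the compound at 20 µM; inactive means activation factor below 2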
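test system = bacterial diaphorase enzyme (C. kluyveri) | quantity = enzyme 0.07 U/mL final | reagent = NADH substrate 0.114 mM plus resazurin dye 0.1 mM, final | incubation = 16 min enzyme reaction, ambient temperature | buffer or medium = HEPES pH 7.4 buffer with MgCl2 and Tween 20 | signal = fluorescence of resorufin, 544 nm excitation, 590 nm emission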
APP 5UTR inh – APP translation inhibition. SH-SY5Y APP 5'UTR-luciferase reporter, luminescence. inhibition, % at 2 µM. 0.82% of 190,000 active. AID 1285;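 active means inhibition above a set limit, derived from the sample mean plus 3 SD, cut at about 45% in these data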; further: values of inactives mirror those of a sister screen read the other way
STAT1 act – STAT1 signaling activation; NIH 3T3 STAT1-luciferase reporter, IFN-gamma, luminescence; 100% = IFN-gamma alone, no compound; activation (% of control), % at 5.5 µM; 2.6% of 200,000 active;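 active means activation above the screen-wide mean activation plus 3 SD, cut at about 130% in these data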;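 further: raw ratio to IFN-gamma control signal so 100% means no change and 0% no light; values of inactives mirror those of a sister screen read the other way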
Hsp70 activator – transcriptional activators of Hsp70 | AID 1203 | 0.04% of 200,000 active | HeLa Hsp70 promoter luciferase reporter, luminescence; scaled: vehicle 0, proteasome-inhibitor control 100% | activation, % at 10 µM;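 active means activation above the mean across all tested compounds plus 3 SD, cutoff set per campaign, cut at about 5.5% in these data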;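 further: 100% = MG132 at 30 µM as the positive control and 0% = DMSO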
STAT3 blocker – inhibitors of IL-6 induced STAT3 signaling; U3A cells, IL-6 STAT3-luciferase reporter, luminescence; host cell line lacks STAT1; 0.89% of 190,000 active; inhibition, % at 5.5 µM; AID 862;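 active means inhibition above the mean inhibition across all screened compounds plus 3 SD, cut at about 44% in these data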;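 further: 0% = DMSO only wells and 100% = 100 µM nifuroxazide control wells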
TLR4-MyD88 BLA – inhibitors of human TLR4-MyD88 binding; O00206+Q99836; HeLa CL3-4 TLR4/MyD88 BLA complementation, FRET ratio; inhibition, % at 8.4 µM; 0.18% of 200,000 active; in the data active means inhibition above about 25%;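 further: 0% = vehicle and 100% = reference inhibitor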
Target sequence (O00206 whole entry, looked up): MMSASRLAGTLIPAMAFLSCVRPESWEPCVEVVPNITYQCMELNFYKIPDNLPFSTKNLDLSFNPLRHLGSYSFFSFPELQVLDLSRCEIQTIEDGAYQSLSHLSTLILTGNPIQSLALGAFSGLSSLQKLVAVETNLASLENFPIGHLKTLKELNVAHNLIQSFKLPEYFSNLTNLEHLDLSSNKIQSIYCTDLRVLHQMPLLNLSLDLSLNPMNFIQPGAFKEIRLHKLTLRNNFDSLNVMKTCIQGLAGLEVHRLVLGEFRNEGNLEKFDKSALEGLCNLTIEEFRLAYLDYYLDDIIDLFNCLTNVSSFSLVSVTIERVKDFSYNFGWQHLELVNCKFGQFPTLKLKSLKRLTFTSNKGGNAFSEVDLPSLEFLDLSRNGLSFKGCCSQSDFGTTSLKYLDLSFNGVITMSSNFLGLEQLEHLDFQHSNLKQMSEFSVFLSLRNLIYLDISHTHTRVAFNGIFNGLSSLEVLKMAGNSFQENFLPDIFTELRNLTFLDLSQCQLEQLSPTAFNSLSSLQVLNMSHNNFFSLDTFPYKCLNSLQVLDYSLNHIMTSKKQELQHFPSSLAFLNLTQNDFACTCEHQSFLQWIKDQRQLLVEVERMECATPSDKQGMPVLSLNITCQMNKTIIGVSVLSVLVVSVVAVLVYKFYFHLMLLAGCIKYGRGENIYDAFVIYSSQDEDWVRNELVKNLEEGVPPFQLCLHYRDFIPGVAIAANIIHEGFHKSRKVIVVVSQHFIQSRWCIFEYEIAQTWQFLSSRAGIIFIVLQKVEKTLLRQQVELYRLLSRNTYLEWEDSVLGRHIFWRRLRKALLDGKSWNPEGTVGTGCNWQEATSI
Target sequence (Q99836 whole entry, looked up): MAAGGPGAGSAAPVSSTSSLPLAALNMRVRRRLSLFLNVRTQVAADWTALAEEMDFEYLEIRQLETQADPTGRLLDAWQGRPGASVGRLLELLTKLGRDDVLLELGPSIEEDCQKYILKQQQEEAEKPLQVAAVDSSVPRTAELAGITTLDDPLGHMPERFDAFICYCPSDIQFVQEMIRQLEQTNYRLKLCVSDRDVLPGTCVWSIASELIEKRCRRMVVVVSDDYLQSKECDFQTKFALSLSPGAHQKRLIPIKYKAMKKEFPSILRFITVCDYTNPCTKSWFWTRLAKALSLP
STAT3 activator – activators of IL-6 induced STAT3 signaling; 0.91% of 190,000 active; activation (% of control), % at 5.6 µM; AID 871; U3A cells, IL-6 STAT3-luciferase reporter, luminescence; 100% = signal with IL-6 EC80 alone;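 active means activation above the screen-wide mean of compound activation plus 3 SD, cut at about 130% in these data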;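 further: 0% = background luminescence of wells with medium and substrate only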
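Material: human STAT1-deficient U3A cells with stable STAT3-luciferase reporter / Probe or stimulus: IL-6 stimulus at 33 ng/mL final / Schedule: 1 h compound pre-exposure, 6 h IL-6 stimulation, 37 °C / Technique: luminescence / Read-out basis: percent of IL-6-only median luminescence / Control set: IL-6-only high control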
G6PDH CS – L. mesenteroides G6PDH inhibition counter-screen | 0.12% of 200,000 active | inhibition, % at 5 µM | Purified L. mesenteroides G6PDH, diaphorase/resazurin coupled fluorescence, 45 min; in the data active means inhibition above about 50%
STAT1 blocker – STAT1 signaling inhibition; inhibition, % at 5.5 µM; NIH 3T3 STAT1-luciferase reporter, IFN-gamma, luminescence; 0.35% of 200,000 active; AID 920;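 active means inhibition above a set limit, the mean inhibition across all tested compounds plus 3 SD, cut at about 34% in these data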;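 further: 0% = IFN-gamma with DMSO and 100% = IFN-gamma with 300 µM nifuroxazide; values of inactives mirror those of a sister screen read the other way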
Starred values were filed as active, the others as inactive; . = no result given.

Molecule	Diaphorase inh	Diaphorase act	APP 5UTR inh	STAT1 act	Hsp70 activator	STAT3 blocker	TLR4-MyD88 BLA	STAT3 activator	G6PDH CS	STAT1 blocker
CC1CC(Nc2ccccc2)=NC1(C)C (centres undefined)	-0.8	1	4.7	102.3	0.1	-3.2	-2.6	103.7	0.7	-3.0
CCN1CCc2c(C#N)c(N3CCCCC3)nc(NCc3ccccc3)c2C1	20.3	0.8	1.6	108.5	-0.1	-3.9	-2.9	103.4	-39.0	-6.3
CCCN(CCC)S(=O)(=O)c1ccc(N2CCCC2=O)c([N+](=O)[O-])c1	12.1	0.9	-24.0	104.3	-0.2	1.4	-3.5	102.9	5.6	-4.9
COC(=O)c1ccc(NC(=O)c2ccc3c(c2)OCO3)cc1	11.1	0.9	-74.8	122.9	0.6	14.7	4.0	89.5	-2.6	-24.6
COc1ccc(NC(=O)CC2SC(=NCC3CCCO3)NC2=O)cc1 (centres undefined)	7.1	0.9	21.1	103.1	0.1	2.2	9.3	100.5	3.7	-3.5
CC(C(=O)N1c2ccccc2CCc2ccccc21)n1nnc(-c2ccc(N(C)C)cc2)n1 (centres undefined)	15.7	0.8	0.3	93.9	-0.3	5.3	-7.3	99.7	2.0	6.7
Cc1ccc(-n2c(SCC(N)=O)nnc2-c2ccccn2)cc1C	14.1	0.9	-4.4	98.3	0.0	16.3	9.2	92.5	7.8	1.9
Cc1ccc(NC(=S)N2CCC(c3nc4ccccc4s3)CC2)cc1C	11.1	0.9	-10.7	101.4	-0.3	2.7	-6.2	98.2	2.0	-1.5
O=S(=O)(c1ccccc1)N1CCN(S(=O)(=O)N2CCCCC2)CC1	11.4	0.9	-6.6	100.7	-0.3	0.5	0.4	103.6	4.4	-0.8
CCc1nc(SCC(N)=O)c2c(=O)n(C)c(=O)n(C)c2n1	9.0	0.9	16.9	97.5	0.3	2.5	-3.7	102.3	5.6	2.8
Cc1cccc(C(=O)NCCC(=O)Nc2nc(C)c(Cc3ccc4c(c3)OCO4)s2)c1	11.8	0.9	3.3	98.0	-0.1	5.9	-12.6	93.2	-32.8	2.2
COc1ccc(S(=O)(=O)N2CCCCC2)cc1NC(=O)c1ccc2c(c1)OCO2	8.4	0.9	13.9	98.4	-0.3	8.0	-8.0	95.1	1.3	1.8
O=C(NCc1cccc(C(F)(F)F)c1)c1cc(Cl)cc(Cl)c1	7.8	0.9	5.1	95.8	0.1	8.5	-11.4	96.5	6.6	4.5
Cc1cccc(N2CCN(C(=O)CCn3c(=S)[nH]c4cc5c(cc4c3=O)OCO5)CC2C)c1 (centres undefined)	27.4	0.7	1.8	101.8	-0.2	4.4	-0.2	100.4	-36.7	-2.0
Cc1ccn2c(CNCCn3nc(C)cc3C)c(C(=O)N3CCCCCC3)nc2c1	11.1	0.9	-3.3	95.6	-0.2	11.2	3.0	96.3	7.8	2.7
O=C(CSc1nnc(C23CC4CC(CC(C4)C2)C3)o1)Nc1ccc(N2CCOCC2)c(Cl)c1	3.5	1	-10.6	101.6	0.0	4.6	3.5	98.5	3.8	-1.8
CS(=O)(=O)c1cccc(C(=O)Oc2ccccc2)c1	-1.9	1	-12.9	103.1	0.0	6.3	-0.1	99.2	19.8	-3.3
O=C(O)CCC(=O)N1CCc2cc(S(=O)(=O)NC3CCCc4ccccc43)ccc21 (centres undefined)	-0.2	1	-5.8	99.7	-0.3	7.2	-1.6	98.4	9.6	0.3
O=C(NNC(=S)NCc1ccccc1)c1ccc(Br)o1	-4.2	1	-1.3	105.4	-0.1	-1.2	0.1	107.1	1.9	-7.3
COc1ccc2[nH]c(=O)c(CN(C(=O)c3cccnc3)c3ccccc3OC)cc2c1	7.2	0.9	-3.4	96.1	-0.1	5.2	-3.5	99.3	-2.6	4.3
COc1cc(C2NC(=O)NC(C)=C2C(=O)OCc2ccc(C)cc2)cc(OC)c1O (centres undefined)	22.9	0.8	0.1	93.6	0.0	-3.9	-3.0	106.0	42.7	7.0
CCC1S/C(=N/N=C/c2ccco2)NC1=O (centres undefined)	11.0	0.9	16.2	99.3	0.3	-0.6	-24.5	98.7	1.8	0.8
O=C(c1ccncc1)N1CCN(c2cccc(C(F)(F)F)c2)CC1	21.8	0.8	-16.7	98.2	-0.2	1.4	-5.3	98.9	2.1	2.0
CC(=O)Nc1ccc(SCC(=O)Nc2cc(C(C)(C)C)nn2-c2ccccc2)cc1	10.7	0.9	21.5	102.8	-0.3	-9.8	0.7	110.7	-0.5	-3.2
CCOC(=O)c1c(N)sc(C(O)(C(F)(F)F)C(F)(F)F)c1-c1ccc(Cl)cc1	27.1	0.7	6.5	102.7	-0.2	-1.5	-11.9	101.3	3.2	-1.6
O=C1CCCN1CC1CCN(Cc2nc(CC3CC3)no2)CC1	-7.3	1.1	-7.8	104.9	1.1	10.4	-0.8	97.0	10.9	-7.3
O=C(Cn1cc[n+](Cc2ccccc2)c1)c1ccc([N+](=O)[O-])cc1	-9.1	1.1	-13.6	102.8	-0.3	11.2	-8.8	95.2	-0.9	-3.1
CCN(CC)C(=O)Oc1ccccc1NC(C)=O	15.6	0.8	11.3	101.4	-0.1	-7.0	-7.4	108.0	-14.8	-1.5
COc1ccc(C(N)=O)cc1NC(=O)CC(O)(C(F)(F)F)C(F)(F)F	5.4	0.9	6.6	98.7	0.0	8.0	-12.7	95.1	3.9	2.3
Cc1cc(C(C)(C)C)ccc1OCCn1ccnc1	15.6	0.8	8.5	94.9	-0.5	11.1	2.4	95.2	0.5	5.6
CCC(C(=O)OCC(=O)Nc1cccc(C(C)=O)c1)c1ccccc1 (centres undefined)	4.5	1	-6.6	98.8	-0.3	4.7	5.6	97.8	12.8	1.1
Cn1c(=O)c(C(=S)NC(=O)C2CC2)c(N)n(Cc2ccccc2)c1=O	65.9*	0.3	6.2	102.4	-0.4	6.6	1.0	97.2	-35.2	-2.6

Exported with values under each structure: two of the compounds above
Fields: Diaphorase inh | Diaphorase act | APP 5UTR inh | STAT1 act | Hsp70 activator | STAT3 blocker | TLR4-MyD88 BLA | STAT3 activator | G6PDH CS | STAT1 blocker
COc1ccc2[nH]c(=O)c(CN(C(=O)c3cccnc3)c3ccccc3OC)cc2c1
→ 7.2 | 0.9 | -3.4 | 96.1 | -0.1 | 5.2 | -3.5 | 99.3 | -2.6 | 4.3
O=C(Cn1cc[n+](Cc2ccccc2)c1)c1ccc([N+](=O)[O-])cc1
→ -9.1 | 1.1 | -13.6 | 102.8 | -0.3 | 11.2 | -8.8 | 95.2 | -0.9 | -3.1

(list continues)
Molecule	Diaphorase inh	Diaphorase act	APP 5UTR inh	STAT1 act	Hsp70 activator	STAT3 blocker	TLR4-MyD88 BLA	STAT3 activator	G6PDH CS	STAT1 blocker
CCC(Sc1nc2cc3c(cc2c(=O)n1Cc1ccco1)OCO3)C(=O)Nc1ccccc1OC (centres undefined)	33.0	0.7	-13.8	94.2	-0.3	-0.9	-9.7	105.9	-18.2	6.3
CCOC(=O)N1CCN(S(=O)(=O)c2cc(Br)cc3c2N(C(=O)CC)CC3)CC1	9.6	0.9	-4.7	101.5	-0.3	3.6	8.2	102.5	-2.0	-0.4
Cc1cccc2cc3c(N)c(C(=O)N4CCCc5ccccc54)sc3nc12	18.6	0.8	.	105.1	-0.3	-3.7	9.5	103.5	1.5	-5.7
CCOC(=O)C1=C(CSc2nc(-c3ccncc3)ccc2C#N)OC(N)=C(C#N)C1c1cccnc1 (centres undefined)	5.8	0.9	-10.3	89.5	0.9	15.2	4.5	90.8	13.4	9.7
Cc1ccc(C(=O)NC(=S)Nc2nc(-c3cccc([N+](=O)[O-])c3)cs2)c(Cl)c1	1.2	1	9.6	105.6	-0.2	3.4	1.8	98.5	15.3	-7.2
Cc1c(NC(=O)c2ccccc2)c(=O)n(-c2ccccc2)n1C	13.2	0.9	0.6	100.5	-0.2	7.4	-6.5	95.6	5.2	1.3
CCCOc1ccc2c(C)c(CC(=O)OC)c(=O)oc2c1	7.7	0.9	-40.8	112.8	-0.4	4.3	22.4	98.9	-0.4	-16.2
Cc1ccc(-c2cc(-c3cccc(F)c3)n[nH]2)c(O)c1	15.4	0.8	-215.4	104.2	0.0	-30.3	15.1	126.6	4.2	-4.5
Cc1ccc(C(=O)CC2(O)C(=O)Nc3ccccc32)s1 (centres undefined)	-4.0	1	-13.4	103.5	-0.2	-5.6	4.1	105.9	10.2	-3.8
O=S(=O)(NCC(c1ccco1)N1CCN(c2ccccc2F)CC1)c1ccc(F)cc1 (centres undefined)	15.8	0.8	-5.0	93.7	-0.3	-11.2	10.2	106.8	1.5	8.9
CC(NC1CCCC1)c1ccccc1 (centres undefined)	15.0	0.8	-8.5	100.4	-0.3	3.9	6.8	98.6	22.6	-2.3
CC(=O)c1ccc(OCCn2cnc3ccccc32)cc1	12.3	0.9	-8.0	109.8	-0.5	12.5	0.5	91.2	10.3	-11.0
Cc1cccc(-c2noc(CCCC(=O)Nc3ccc(C(N)=O)cc3)n2)c1	12.1	0.9	6.7	96.9	-0.4	14.5	4.8	92.3	0.3	3.4
Cc1cccc(C)c1NC(=O)N1C2CCCC1CC(NC(=O)C(C)(C)C)C2 (centres undefined)	7.6	0.9	-26.3	100.9	-0.3	0.3	-3.0	105.3	2.1	-0.4
CCN1CCN(CC(=O)Nc2ccc(Cl)c(Cl)c2)C(=O)C1=O	1.9	1	-6.0	99.4	-0.1	4.2	-1.0	104.1	10.8	0.7
COc1ccc(C2CCCN2C(=O)Nc2ccc(Cl)cc2)cc1OC (centres undefined)	22.5	0.8	-12.2	104.5	0.0	20.4	-4.7	89.8	-0.8	-4.9
O=C(CN1C(=O)c2ccccc2S1(=O)=O)NC1CCCCCC1	6.0	0.9	-16.1	99.1	-0.1	-18.6	3.2	114.3	-3.9	-2.0
CCOc1ncccc1C(=O)OCCN1C(=O)c2ccccc2C1=O	6.5	0.9	2.0	100.6	-0.3	3.0	-7.5	102.3	-2.8	-0.7
O=c1c2ccccc2[nH]c(=S)n1Cc1ccc2c(c1)OCO2	-25.2	1.3	5.2	83.3	-0.2	11.0	-4.5	92.6	6.9	17.5
O=S(=O)(Nc1ccc(S(=O)(=O)Nc2nccs2)cc1)c1ccc2c(c1)OCCO2	6.9	0.9	22.7	92.1	-0.2	-30.9	-2.3	123.9	8.0	8.6
O=C(c1ccc(Cl)c(Cl)c1)N1CCC(=O)N(C(COCc2ccccc2)Cc2ccccc2)CC1 (centres undefined)	22.7	0.8	-14.9	100.8	-0.1	-12.8	7.4	108.3	9.7	-0.9
CCCn1c2ccc(/C(C)=N\O)cc2c2cc(/C(C)=N/O)ccc21	26.0	0.7	12.7	110.7	0.0	8.9	-10.3	95.6	2.9	-11.7

No enrichment for hits. Share with any hit: about 6.1%.
